High-throughput results deposited in PubChem BioAssay by Sanford-Burnham Center for Chemical Genomics.
KOR beta-arrestin-1: KOR antagonists, beta-arrestin recruitment, cell-based, luminescence, uHTS (AID 1778) | KOR beta-arrestin recruitment, luminescence, antagonist mode; higher % means a stronger effect | inhibition, % at 10 µM; hits with a dose series show IC50 in µM | actives 0.091% (n = 290,000); also: strong numbers were not always called active
XIAP displacement: small molecules displacing peptide from XIAP – biochemical, IAP family, fluorescence polarization (AID 1018) | XIAP BIR domain, fluorescence polarization peptide displacement; higher % means a stronger effect | displacement, % at 20 µM; hits with a dose series show IC50 in µM | actives 0.007% (n = 200,000); in the data active = displacement above about 50%; also: a part of the inactive calls stands beside numbers as strong as those of hits
TNAP activation fold: human TNAP enzyme activators, primary screen, biochemical, luminescent, no phosphate acceptor, uHTS (AID 1001). purified TNAP, luminescent activation assay, no phosphate acceptor; higher activation fold means a stronger effect. activation fold at 20 µM, or EC50 in µM where a hit was titrated. actives 0.03% (n = 200,000); in the data active = activation fold from about 3, or a potency from the dose series; inactive = the rest, 99 in 100 with activation fold below about 1.6; also: many of its hits are not listed in these tables
KOR beta-arrestin-2: KOR agonists, beta-arrestin recruitment, primary screen, cell-based, luminescence, uHTS (AID 1777) | actives 0.02% (n = 280,000) | KOR beta-arrestin recruitment, luminescence; higher % means a stronger effect | activation, % at 10 µM, or EC50 in µM where a hit was titrated; in the data active = activation above about 50%, passing the limit was not always enough; also: a part of the inactive calls stands beside numbers as strong as those of hits
NOD2 inhibition: inhibition of NOD2-driven NF-kB reporter – cell-based, luminescence, uHTS, HEK293 (AID 1566); HEK293 NOD2/NF-kB luciferase reporter, luminescence; higher % means a stronger effect; actives 0.63% (n = 290,000); inhibition, % at 4 µM; hits with a dose series show EC50 in µM; also: many of its hits are not listed in these tables
PMI inhibition: human PMI inhibitors, high substrate, primary screen, biochemical, fluorescence intensity, high mannose 6-phosphate (AID 1220) | recombinant PMI enzyme, coupled fluorescence intensity; higher % means a stronger effect | inhibition, % at 20 µM, or IC50 in µM where a hit was titrated | actives 0.66% (n = 190,000)
NOD1 inhibition: inhibition of NOD1-driven NF-kB reporter – cell-based, luminescence, uHTS, primary screen (AID 1578). inhibition, % at 4 µM; hits with a dose series show EC50 in µM. NOD1-driven NF-kB luciferase reporter cells, luminescence; higher % means a stronger effect. actives 1% (n = 290,000); in the data active = inhibition mostly above about 36%, no sharp cut-off; inactive = mostly below about 34%;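 also: HEK-293T reporter cells stimulated with the NOD1 agonist gamma-tri-DAP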
LYP inhibition: inhibitors of LYP phosphatase, biochemical, fluorescence intensity, uHTS (AID 1779); recombinant LYP phosphatase, fluorescence intensity; higher % means a stronger effect; actives 0.054% (n = 290,000); inhibition, % at 11.5 µM; hits with a dose series show IC50 in µM;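 also: plate controls were vehicle with enzyme for no effect and no enzyme for full effect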
PMI inhibitors: MPI enzyme activity inhibition – biochemical, fluorescence intensity, coupled assay, primary screen (AID 1209); inhibition, % at 20 µM; hits with a dose series show IC50 in µM; purified PMI enzyme, coupled fluorescence intensity; higher % means a stronger effect; actives 0.42% (n = 190,000);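 also: plate controls were DMSO vehicle for no effect and wells lacking substrate for full effect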
An asterisk follows results filed as active; · = not tested or not shown; & = joins results of further samples; [ ] = remark or other dose. Rule as the data show it, unless noted: active = inhibition above about 50%; inactive = the rest.

SMILES	KOR beta-arrestin-1	XIAP displacement	TNAP activation fold	KOR beta-arrestin-2	NOD2 inhibition	PMI inhibition	NOD1 inhibition	LYP inhibition	PMI inhibitors
O=c1c2c(-c3ccc([N+](=O)[O-])cc3)csc2nc2n1CCCCC2	2%[20 µM]	-2.0%	1	·	0%	·	-38%	-4%	·
C=C(C)CN1C(=O)C(=O)N(CC(=C)C)C1=O	6%	·	·	7.6%	12%	·	4%	-5%	·
CCOC(=O)C1=C(c2ccccc2)NC(=S)NC1c1ccc(C)c([N+](=O)[O-])c1 (configuration not stated)	9%	-5.6%	1	9.4%	15%	23%	-12%	-1%	28%
Cc1ccc(-c2nc(CS(=O)CC(=O)NC(C)CCc3ccccc3)c(C)o2)cc1 (configuration not stated)	-30%	·	·	5.5%	3%	·	41%*	-11%	·
CC(C)c1nc(-c2c(N)n(C)c(=O)n(C)c2=O)sc1C(=O)C(C)(C)C	-3%	0.3%	1.1	1.8%	16%	13%	-11%	-2%	11%
Cn1c2ccccc2c(=O)c2c(=O)n(Cc3ccco3)c(-c3ccc(F)cc3)nc21	11%	·	·	4.1%	2%	·	-10%	-1%	·
CSCCC(N=C1NS(=O)(=O)c2ccccc21)C(=O)NCCc1ccccc1 (configuration not stated)	16%	·	·	-1.2%	2%	·	-17%	-6%	·
Cc1ccc(S(=O)(=O)N2CCN(Cc3cccnc3)CC2)cc1	14%	·	·	2.0%	9%	·	-4%	-6%	·
COc1cc(CNc2ccc(CNc3ncn[nH]3)cc2)ccc1OCC(=O)NC(C)(C)C	-12%	-4.7%	1.8	-1.9%	14%	7%	11%	-2%	1%
CC(=O)N1c2c(cc(Br)cc2S(=O)(=O)NCC2COc3ccccc3O2)CC1C (configuration not stated)	-30%	-5.9%	1	2.0%	26%	22%	22%	-4%	8%
O=C(NC(NNc1ccc([N+](=O)[O-])cc1)(C(F)(F)F)C(F)(F)F)c1ccc(Cl)cc1	15%	-6.0%	1	-7.8%	·	-43%	·	0%	-14%
COC(=O)C1SCC2C(=O)N(Cc3ccc(F)cc3)CC(=O)N21 (configuration not stated)	-53%	-5.9%	1.1	3.1%	11%	-8%	-27%	-6%	-10%
C=CCn1c(SCc2c(C)noc2C)nc2sc(C)c(C)c2c1=O	-17%	-9.2%	0.9	-5.0%	-12%	-4%	12%	4%	-4%
COc1ccc(OCC(=O)Nc2c(C(=O)N3CCN(C)CC3)oc3ccccc23)cc1	2%	·	·	3.9%	19%	·	4%	-12%	·
COc1ccc(C2(C(=O)NCC3CCCO3)CCOCC2)cc1 (configuration not stated)	24%	-5.8%	1.1	6.1%	2%	14%	-12%	-4%	13%
Cc1nonc1N1CCN(Cc2cn[nH]c2-c2ccc(F)cc2F)CC1	7%[20 µM]	-8.5%	0.4	·	15%	10%	-12%	-8%	10%
O=C(N/N=C/c1ccc([N+](=O)[O-])cc1)c1ccc2nc[nH]c2c1	-22%	-2.5%	1.4	2.2%	13%	-8%	-4%	1%	-3%
Cc1ccc(NC(=O)COC(=O)c2cccc3c(=O)c(C)c(-c4ccccc4)oc23)cc1	-40%	-10%	1	1.8%	3%	-6%	34%	1%	-3%
CN1CCN(Cc2nc3ccccc3c(=O)n2Cc2nc(-c3ccc([N+](=O)[O-])cc3)cs2)CC1	-16%	-1.6%	1.2	-3.4%	-1%	26%	-40%	-4%	16%
COc1ccccc1C(=O)Nc1ccc2c3c(cccc13)CC2	-21%	2.9%	1.1	9.9%	-23%	14%	-51%	5%	2%
CCCOc1ccc(C(=O)NCCN2CCOCC2)cc1	3%[20 µM]	·	·	-2.1%	4%	·	-34%	-9%	·
CCOC(=O)COc1ccc([N+](=O)[O-])cc1	-17%	-5.9%	1	9.1%	5%	-5%	-8%	-7%	2%
O=C(NCc1ccccc1)c1ccc(Cl)c(NC2=NC3CS(=O)(=O)CC3S2)c1 (configuration not stated)	24%[20 µM]	·	·	-4.9%	-2%	·	15%	-7%	·
CCOc1ccc(Br)cc1CNc1ccc2c(c1)OCCO2	-32%[20 µM]	-4.1%	1.1	1.1%	4%	38%	-19%	-1%	24%
COCC(C)NC(=O)/C(=C/c1ccccc1)c1ccccc1 (configuration not stated)	-7%	-3.5%	1.1	-3.6%	14%	0%	0%	-13%	-7%
COC(=O)C1=CN(Cc2ccc(OC)c(OC)c2)C=C(C(=O)OC)C1c1ccc(F)cc1	-21%[20 µM]	·	·	-3.3%	12%	·	-6%	-12%	·
Cc1onc(-c2ccccc2Cl)c1C(=O)NC(=S)Nc1ccccc1C(N)=O	-22%	2.1%	1	5.6%	-4%	9%	-26%	-3%	11%
O=C(CSC1=NCCS1)N1CCCCCC1	-16%	-3.6%	1	-0.1%	1%	4%	-10%	-12%	3%
COc1ccc(/C=N/Nc2nc(-c3cccc(S(=O)(=O)N4CCCC4)c3)cs2)cc1OC	9%	0.2%	1.1	3.9%	38%	-20%	53%	-4%	-23%
CCOC(=O)C1(CCOc2ccccc2)CCN(Cc2cc(OC)cc(OC)c2)CC1	-9%	·	·	1.4%	-8%	·	-18%	-4%	·
COC(=O)C(=Nc1ccccc1)/C(C(=O)C(=O)N(C)c1ccccc1)=C(\O)c1ccc(Cl)cc1	9%	-9.1%	1.1	-3.5%	-12%	18%	-33%	-4%	-16%
CN1CC2(Cc3c1ccc1ccccc31)C(=O)OC(C)(C)OC2=O	-10%	-1.3%	1.1	2.0%	5%	·	-40%	-2%	49%
CC(=O)Nc1ccc(S(=O)(=O)NCC(=O)OCC(=O)NC(=O)c2cccn2C)cc1	11%	·	·	4.4%	12%	·	-12%	-4%	·
COc1ccccc1NC(=O)C(C)N(C)CCOc1ccccc1 (configuration not stated)	-18%	·	·	16%	-5%	·	31%	-7%	·
CS(=O)c1ccccc1COC(=O)Nc1cccc(Cl)c1 (configuration not stated)	13%	-2.7%	1.1	5.5%	16%	-2%	-2%	-8%	6%
CC1(C)CC(=O)C(C2=NC3(CCCCCC3)Cc3ccccc32)=C(O)C1	11%	·	·	0.6%	9%	·	-11%	-3%	·
CS(=O)(=O)Nc1ccc(C(=O)Nc2ccccc2C(=O)NCc2ccco2)cc1	9%	·	·	-3.6%	7%	·	-22%	-2%	·
C[C@H](NC(=O)c1ccc2c(c1)OCO2)c1nnc2ccccn12	1%	·	·	4.2%	6%	·	-17%	-13%	·
COc1ccc(CNC(=O)C(C)NCc2ccccc2Cl)cc1 (configuration not stated)	38%	·	·	41%	-42%	·	-8%	-6%	·
O=C(NC1CC1)c1ccc(N2CCCCC2)c([N+](=O)[O-])c1	23%	·	·	-2.1%	5%	·	-34%	-2%	·
COc1ccc(-c2nc(C(=O)O)cs2)cc1OC	-25%	-3.8%	1.1	-3.5%	14%	-3%	-16%	-5%	-8%
CCCOc1ccc(C(=O)N(Cc2cccs2)C2CCS(=O)(=O)C2)cc1 (configuration not stated)	-31%	·	·	8.1%	13%	·	25%	-7%	·
Cc1cc(C)nc(/N=C2\NC(=O)CC3C(=O)NCCN23)n1 (configuration not stated)	14%	-4.0%	1	-5.6%	-17%	5%	-38%	-4%	5%
O=C(O)C(C(=O)O)=C1C2CC3CC(C2)CC1C3	4%	·	·	-4.0%	24%	·	3%	-5%	·
CCCCN(CCCC)CCNC(=O)CNC(=O)c1cccs1	19%	-4.7%	1.1	4.8%	3%	0%	23%	-3%	0%

Sorted by count of non-hydrogen atoms (falling): part of the list above
SMILES	KOR beta-arrestin-1	XIAP displacement	TNAP activation fold	KOR beta-arrestin-2	NOD2 inhibition	PMI inhibition	NOD1 inhibition	LYP inhibition	PMI inhibitors
COC(=O)C(=Nc1ccccc1)/C(C(=O)C(=O)N(C)c1ccccc1)=C(\O)c1ccc(Cl)cc1	9%	-9.1%	1.1	-3.5%	-12%	18%	-33%	-4%	-16%
COc1ccc(CNC(=O)C(C)NCc2ccccc2Cl)cc1 (configuration not stated)	38%	·	·	41%	-42%	·	-8%	-6%	·
O=C(O)C(C(=O)O)=C1C2CC3CC(C2)CC1C3	4%	·	·	-4.0%	24%	·	3%	-5%	·

New compounds follow:
SMILES	KOR beta-arrestin-1	XIAP displacement	TNAP activation fold	KOR beta-arrestin-2	NOD2 inhibition	PMI inhibition	NOD1 inhibition	LYP inhibition	PMI inhibitors
COc1cc(C2C3CN(C)CC=C3C(C#N)=C(N)C2(C#N)C#N)ccc1OC(C)C (configuration not stated)	3%	-1.4%	1.1	-3.6%	12%	25%	-2%	-5%	2%
COc1ccc(C)cc1NC(=O)NCCC1=CCCCC1	-6%	0.3%	1.1	0.8%	2%	0%	0%	1%	6%
C/C(=N/N1CCN(c2ccccc2)CC1)c1cccc([N+](=O)[O-])c1	-17%	-2.5%	1	-0.4%	-13%	-10%	-44%	1%	-8%
O=C(CSc1n[nH]c(=O)[nH]c1=O)Nc1ccccc1C(=O)c1ccccc1	·	·	·	2.4%	-8%	·	9%	-1%	·
NC(=O)Nc1ccc(C(=O)OCC(=O)N(Cc2ccccc2)C2CCS(=O)(=O)C2)cc1 (configuration not stated)	9%	-8.9%	1.1	-9.3%	15%	-4%	-21%	-6%	-12%
Cc1ccc(-n2c(O)c(/C=N/n3cnnc3)c3ccccc3c2=O)cc1	5%&22%	-2.4%&-0.9%	1.1&1	0.5%&13%	8%&20%	-4%&0%	3%&18%	1%&0%	-5%&-4%
COc1ccc2cc(C(=O)C3CCCN(C(=O)CCc4ccccn4)C3)ccc2c1 (configuration not stated)	-21%[20 µM]	1.3%	1	-6.0%	0%	3%	-35%	-6%	4%
CC(C)Nc1nnc(Sc2ccc(Cl)cc2[N+](=O)[O-])s1	13%	-1.4%	1.1	7.6%	17%	6%	-14%	-1%	16%
CC(=O)Nc1ccc(SCc2csc(C)n2)cc1	-8%	·	·	-0.7%	-4%	·	-17%	1%	·
COc1ccc(-c2cc(C(F)(F)F)nc(SCC(=O)Nc3ccc4c(c3)OCO4)n2)cc1OC	10%	0.1%	1.2	0.0%	-53%	19%	-5%	1%	25%
CCCCN(CC)S(=O)(=O)c1ccc2c(c1)n(C)c(=O)c(=O)n2C	-12%	·	·	0.3%	16%	·	-6%	-2%	·
CC(=O)c1ccc(-n2c(CCC(=O)O)ccc2-c2ccc(Cl)cc2)cc1	-18%	·	·	2.6%	-6%	·	-13%	-1%	·
CSc1ccccc1OCc1cc(C(=O)N(C)CCn2nc(C)cc2C)no1	-19%	·	·	7.1%	3%	·	-10%	-6%	·
CCCCCn1c(N2CCCC2)nc2c1c(=O)n(C)c(=O)n2C	-22%	·	·	-2.4%	4%	·	-19%	-5%	·
O=C(NCCCN1CCOCC1)c1cc2c([nH]c3ccccc32)c(-c2cccc(Br)c2)n1	0%[20 µM]	·	·	-4.2%	12%	·	18%	-9%	·
C=CCn1cnc2sc(C(=O)Nc3ccccc3OC)c(C)c2c1=O	16%	-8.7%	1	-0.1%	25%	9%	-48%	-8%	15%
CCCCC(c1nnnn1CCOC)N1CCN(C)CC1 (configuration not stated)	-12%	-2.8%	1.1	1.1%	1%	-30%	-30%	-4%	-28%

Another view of some results above.
Results follow in this order: KOR beta-arrestin-1	XIAP displacement	TNAP activation fold	KOR beta-arrestin-2	NOD2 inhibition	PMI inhibition	NOD1 inhibition	LYP inhibition	PMI inhibitors
- O=C(O)C(C(=O)O)=C1C2CC3CC(C2)CC1C3
→ 4%	·	·	-4.0%	24%	·	3%	-5%	·
- CCCCN(CCCC)CCNC(=O)CNC(=O)c1cccs1
→ 19%	-4.7%	1.1	4.8%	3%	0%	23%	-3%	0%

These rows are one share of the data (hit frequency here may not be typical).
